# Assay outcomes from PubChem.
# IP6K1 inh – Primary qHTS assay for small molecule inhibitors of Inositol hexaphosphate kinase 1 (IP6K1); IP6K1 kinase, ADP-Glo luminescence, 2 h; hits give low values; AID 1645851, 2021; 140,000 compounds, 0.81% hits; activity change, % (series mostly up to about 58 µM); Inositol hexakisphosphate kinase 1 (Homo sapiens), Q92551; in the data active = activity change below about -25%
#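 ADP-Glo luminescence measures ADP made by human IP6K1 during a 2 h RT reaction with ATP/IP6 (mix at 1.3 mM/130 uM); top library doses 57.5 and 19.1 uM final.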
# FLuc inh – Firefly luciferase inhibition profiling of diverse chemical library using quantitative high-throughput screening; purified P. pyralis luciferase, luminescence, biochemical; Potency, µM (titrated, usually from 115 µM), for inactives: at the highest dose activity change, negative = inhibition, most hits filed as inhibitors; 76,000 compounds, 2.5% hits; AID 1347043, 2019; note: potency is the fitted concentration of half-maximal effect; nearly all actives have a fitted effect of over 65% in size
# Target sequence (P08659 whole entry, looked up): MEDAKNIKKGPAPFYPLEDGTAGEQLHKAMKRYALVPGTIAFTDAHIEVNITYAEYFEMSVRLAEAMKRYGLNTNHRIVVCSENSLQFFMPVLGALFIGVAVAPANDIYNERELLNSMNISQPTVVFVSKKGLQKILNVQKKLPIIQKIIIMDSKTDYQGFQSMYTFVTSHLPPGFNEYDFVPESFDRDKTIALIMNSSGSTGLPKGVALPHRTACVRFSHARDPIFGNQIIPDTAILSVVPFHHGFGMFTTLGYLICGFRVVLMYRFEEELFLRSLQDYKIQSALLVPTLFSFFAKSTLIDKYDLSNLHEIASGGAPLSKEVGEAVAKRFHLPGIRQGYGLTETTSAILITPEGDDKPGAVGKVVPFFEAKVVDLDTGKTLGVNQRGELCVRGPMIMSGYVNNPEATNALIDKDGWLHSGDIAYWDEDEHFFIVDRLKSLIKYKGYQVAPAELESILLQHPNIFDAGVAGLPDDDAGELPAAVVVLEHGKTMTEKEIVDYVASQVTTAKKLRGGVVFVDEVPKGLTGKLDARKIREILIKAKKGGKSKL
#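 Cell-free enzyme assay, 10nM P. pyralis luciferase, luciferin and ATP each at 10uM. Inhibition profiled over a 6-point titration, read as luminescence.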
# SNCA viab count – GF-AFC viability counterscreen for inhibitors of alpha-synuclein gene (SNCA) expression; 150,000 compounds, 0.12% hits; AID 1671193, 2021; Potency, µM (highest dose often 57.1 µM), for the others: at the top dose activity change, negative = cytotoxicity, most hits filed as cytotoxic; HEK-293-SNCA-luc viability, GF-AFC fluorescence, 24 h;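 note: potency is the fitted concentration of half-maximal effect; 0% = DMSO-treated cells and -100% = medium-only wells without cells; nearly all actives have a fitted effect of over 30% in size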
#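 HEK-293-SNCA-luc cells (1500/well) plated 24 h, then exposed 24 h to a dilution series; GF-AFC added 30 min at 37C, fluorescence 405/540 nm; normalised to medium-only and DMSO wells, Hill fit.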
# NIH3T3 tox – Cytotoxic Profiling in NIH 3T3 Cell Line of Diverse Libraries Using Quantitative High-Throughput Screening; 94,000 compounds, 4.3% hits; Potency, µM (titrated, usually from 96.7 µM), without a hit: at the highest dose activity change, negative = cytotoxicity, actives largely listed as inhibitors; NIH 3T3 viability, CellTiter-Glo ATP luminescence, 48-72 h; note: potency is the fitted concentration of half-maximal effect; nearly all actives have a fitted effect of over 55% in size
#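 Luminescent ATP readout (CellTiter-Glo, 10 min RT) after 48 or 72 hr compound exposure of NIH 3T3 cells seeded at 400 cells/well in 1536-well format; quantitative HTS.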
# HEK293 tox – Cytotoxic Profiling in HEK 293 Cell Line of Diverse Libraries Using Quantitative High-Throughput Screening. HEK 293 viability, ATP luminescence (CellTiter-Glo), 48-72 h. Potency, µM (highest dose often 115 µM), for the others: top-dose activity change, negative = cytotoxicity, most hits filed as inhibitors. 94,000 compounds, 6.6% hits. AID 1345083, 2018; note: potency is the fitted concentration of half-maximal effect; nearly all actives have a fitted effect of over 60% in size
#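 Pintool-delivered compounds were incubated with HEK 293 cells (250 cells/well) at 37 degree Celsius for 48 or 72 hr. ATP-dependent luminescence (CellTiter-Glo) then reported remaining viable cells.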
# GPT2 inh – Primary qHTS assay for inhibitors of Glutamate pyruvate transaminase 2 (GPT2); Recombinant GPT2, coupled pyruvate oxidase/HRP Amplex Red fluorescence; 100,000 compounds, 0.25% hits; Potency, µM (highest dose often 57.7 µM), inactives show top-dose activity change, negative = inhibition, usual class: inhibitors; AID 1671188, 2021; note: potency is the fitted concentration of half-maximal effect; nearly all actives have a fitted effect of over 60% in size; many of its hits are not listed in these tables
# Target sequence (Q8TD30 whole entry, looked up): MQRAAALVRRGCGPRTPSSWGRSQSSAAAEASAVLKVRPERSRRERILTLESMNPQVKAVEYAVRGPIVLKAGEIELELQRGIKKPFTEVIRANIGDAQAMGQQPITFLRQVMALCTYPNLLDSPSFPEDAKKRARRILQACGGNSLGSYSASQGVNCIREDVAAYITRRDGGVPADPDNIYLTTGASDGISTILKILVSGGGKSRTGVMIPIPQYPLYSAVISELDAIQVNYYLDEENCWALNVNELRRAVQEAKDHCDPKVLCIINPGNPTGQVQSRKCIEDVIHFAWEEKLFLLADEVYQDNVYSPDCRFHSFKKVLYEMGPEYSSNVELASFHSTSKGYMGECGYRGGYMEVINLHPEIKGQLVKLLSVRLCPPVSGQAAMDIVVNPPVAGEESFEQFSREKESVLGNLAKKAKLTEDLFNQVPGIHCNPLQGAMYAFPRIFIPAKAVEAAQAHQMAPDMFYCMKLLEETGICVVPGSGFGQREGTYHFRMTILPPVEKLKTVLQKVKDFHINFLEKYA
#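 Fluorescence read-out: pyruvate from GPT2 turnover coupled to pyruvate oxidase, HRP and Amplex Red (0.2mM ThPP, 0.2U/mL PO and HRP, 50uM Amplex final). Substrates 250uM a-KG, 2mM L-alanine; enzyme 10ng/uL; 30 min RT.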
# SNCA expr inh – Primary qHTS assay for inhibitors of alpha-synuclein gene (SNCA) expression. 140,000 compounds, 0.17% hits. Potency, µM (titrated, usually from 57.2 µM), for the others: at the top dose activity change, negative = inhibition, usual class: inhibitors. HEK-293 SNCA-luciferase knock-in, luminescence, 24 h. AID 1671194, 2021;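 note: potency is the fitted concentration of half-maximal effect; plate controls were DMSO cells for no effect and cell-free wells for full effect; nearly all actives have a fitted effect of over 45% in size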
# The depositor's hits bear a star; i = inactive; ? = inconclusive; . = not tested or not shown; & = joins results of further samples; [ ] = another dose, or the depositor's remark. Unless noted, calls come from the whole dose curve; as a rule, active = well fitted curve in the direction sought with a large enough effect; inconclusive = small, poorly fitted or top-dose-only effect, or another doubt; inactive = no such curve, though single readings can be large; an effect the other way counts as inactive or inconclusive. Unless noted, % is set by controls: 0 for no effect and ±100 for the full control effect.
SMILES,IP6K1 inh,FLuc inh,SNCA viab count,NIH3T3 tox,HEK293 tox,GPT2 inh,SNCA expr inh
COc1ccccc1Nc1ncc(C(=O)Nc2ccc(OC)c(OC)c2)c2ccccc12,-8,.,-4%,.,.,.,-11%
Cn1nc(-c2ccncc2)cc1NC(=O)c1ccccc1,-4,.,-1%[87.6 µM],?,?,i,7%[87.6 µM]
CCc1noc(-c2cn(C3CCN(C(=O)c4ccc(C)s4)C3)nn2)n1 (stereo not given),12,-6%,-2%,-16%,?,i,10%
Cc1ccc(N2C[C@]34C=C[C@H](O3)C(C(=O)N(C)Cc3nccs3)C4C2=O)cc1C (stereo not given in full),-6,9%,?,3%,i,i,-6%
CC(C)(C)c1ccc(C(=O)Nc2ccc(C(=O)OCc3cc(=O)n4ccsc4n3)cc2)cc1,24,.,3%,.,.,.,45%[activator]
Cc1cnc(CN(C)C(=O)CC(c2ccccc2)c2ccc3c(c2)OCO3)[nH]1 (stereo not given),0,2%,-11%,-31%,-27%,-15%,?
CC(C)CN1C(=O)c2cccn2CC1C(=O)NC1CCN(Cc2ccccc2)CC1 (stereo not given),-10,0%,-7%,-15%,-26%,-7%,7%
CCCC1(C2CCN(C(=O)Cc3ccc(OC)cc3)CC2)NC(=O)N(CCc2cccs2)C1=O (stereo not given),3,-10%,-15%,?,-31%,4%,5%
CCCCCn1c(=O)[nH]c2cc(C(=O)NCc3ccc(F)cc3)ccc2c1=O,3,.,-7%,.,.,.,31%[activator]
CCOCCOc1cccc(C(=O)N2CCC3(CCNCC3)CC2)c1,3,-10%,-22%,2%,-4%,-3%,25%
CCn1cc(C(=O)NC(C)C(=O)Nc2ccc(C)cc2F)c(C)n1 (stereo not given),9,3%,2%,-22%,-25%,-2%[11.5 µM],4%
CCOc1ccc(NC(=O)C(=O)NCCc2csc(-c3ccc(C(F)(F)F)cc3)n2)cc1,-14,.,-2%,.,.,.,18%
O=C(O)C[C@@H]1CCN(C(=O)c2ccc(F)cc2)C[C@@H]1CCN1CCN(c2ccc(F)cc2)CC1,-4,-2%,-1%,-1%,i,-12%,-6%
CC(C)CCNc1nc2c(-c3ccccc3)nnn2c2ccccc12,17,.,5%,.,.,.,32%[activator]
CCc1ccc(NC(=O)C2CCCN(c3nn4cc(-c5ccc(OC)cc5)nc4s3)C2)cc1 (stereo not given),-3,.,0%,.,.,.,31%[activator]
COc1ccccc1[C@@H]1CN(C(=O)c2ccc3cccnc3c2)C[C@H]1C(=O)O,22,16%,-2%,-9%,-22%,-13%,3%
Clc1ccc(NCCN2CCCC2)cc1,18,.,5%[87.6 µM],-4%[174 µM],-24%[230 µM],4%[88.5 µM],-2%[87.6 µM]
O=C(NC1CCN(c2cc(-c3ccccc3)[nH]n2)CC1)c1cccc(Cl)c1,10,-5%,-6%,?,28µM*,1%,4%
COc1ccccc1-c1c(C)nn2c(-c3ccccc3)cc(-c3ccccc3)nc12,3,.,10%,.,.,.,3%
C[C@@H](N)C(=O)N1CCC(n2nccc2NC(=O)Nc2ccccc2Cl)CC1,-9,1%,9%,-4%,-1%,i,6%
Cc1cc(C2CCCCN2C(=O)Nc2cccc(-c3csc(C)n3)c2)no1 (stereo not given),-1,?,7%,?,?,5%,3%
COc1ccc(-c2ccc(C(=O)NC3CCOC3)cc2)nn1 (stereo not given),8,.,.,-24%[138 µM],-27%[172 µM],.,.
CS(=O)(=O)c1ccc(CN2C[C@H](O)C[C@H]2c2nc(-c3cnccn3)no2)cc1,2,-11%[172 µM],13%[87.6 µM],?,-28%[172 µM],i,-3%[87.6 µM]
COc1ccccc1NC(=O)c1cc(S(=O)(=O)N2CCc3ccccc32)ccc1F,10,.,10%,.,.,.,?
O=C(Cn1ccc2cc(S(=O)(=O)N3CCCCCC3)ccc21)NCCc1ccccc1Cl,0,.,-1%,.,.,.,33%[activator]
# Additional entries
SMILES,IP6K1 inh,FLuc inh,SNCA viab count,NIH3T3 tox,HEK293 tox,GPT2 inh,SNCA expr inh
CCc1ccccc1NC(=O)c1c(NC(=O)c2ccccc2)sc2c1CCCC2,-9,.,1%,.,.,.,8%
Cc1ccc(C(=O)c2oc3ccccc3c2NC(=O)c2cc(-c3ccccc3)on2)cc1,11,.,-17%,.,.,.,5%
CC(CCc1ccccc1)NC(=O)CN1C(=O)C(c2ccccc2)=NC1(C)C (stereo not given),0,0%,-16%[12.5 µM],?,?,i,-16%
CC(=O)NC1(C)CCN(Cc2cnc(-c3cccc(F)c3)s2)CC1,30,?,4%[87.6 µM],-17%[138 µM],?,-22%[88.5 µM],164%[activator][87.6 µM]
O=C1C(OCC2CC2)C2(CCCCC2)N1C1CCNCC1 (stereo not given),0,1%,-7%,-3%,-27%,i,?
Cc1nn(Cc2ccccc2)c(C)c1[C@@H]1C=C[C@@H](NC(=O)NC(C)C)C1,7,1%[172 µM],-9%[87.6 µM],?,?,i,13%[87.6 µM]
CN(C)C(=O)c1cc(-c2ccc(S(C)(=O)=O)cc2)c2cnn(C)c2n1,-2,.,3%,-1%,i,-7%,-1%
CCC(=O)N1CCc2cc(Br)cc(S(=O)(=O)CCC(=O)N(CC)Cc3ccccc3)c21,1,.,-8%,.,.,.,48%[activator]
Cc1cccc(N2CCN(C(=O)c3sc4nc5n(c(=O)c4c3C)CCC5)CC2C)c1 (stereo not given),2,.,3%,.,.,.,2%
COc1ccc(-c2nc(-c3nnn4c3COC(c3ccccc3Cl)C4)no2)cc1OC (stereo not given),28,7%,0%,-3%,?,i,-21%
COCC(=O)N1CC[C@H](c2nnc(-c3ccc(C)cc3)o2)C1,14,5%[172 µM],0%[87.6 µM],-15%[174 µM],-3%[172 µM],i,7%[87.6 µM]
CNC(=O)c1cc(C2CC2)nc2onc(C3CCN(C(=O)c4ccc(C(F)(F)F)cc4)C3)c12 (stereo not given),-12,.,.,?,?,.,.
NC(=NCCCCCCN=C(N)/N=C(\N)Nc1ccc(Cl)cc1)/N=C(\N)Nc1ccc(Cl)cc1,8&-4,.,?,.,.,?,-64%[25.6 µM]
CCCc1nc(C(=O)N[C@@H]2[C@@H](Cc3ccccc3)[C@H]3OCC[C@@H]23)cs1,9,-3%,-23%,-15%,?,-7%,11%
CCc1nc2c(c(-c3ccc(OC)cc3)n1)CCN(C(=O)c1ccccn1)CC2,11,.,-3%,?,i,i,20%
CCCN1CCN(C(=O)C2(c3ccc(NC(=O)C(C)C)cc3)CCCCC2)CC1,6,2%,3%,3%,-4%,-6%,-21%
CCOC(=O)[C@@H]1[C@@H](O)C(=O)N(Cc2ccccc2)C12CCN(C(=O)C(CC)CC)CC2,7,.,.,?,i,.,.
CCN(CC)C(=O)[C@@H]1CCC[C@@H](NC(C)=O)CN(C)C(=O)C1,1,-5%[172 µM],3%[87.6 µM],-8%[138 µM],-2%[172 µM],i,1%[87.6 µM]
O=C(Cc1ccc(F)cc1)NC1CCN(c2ccnc3ccnn23)C1 (stereo not given),19,.,0%,?,?,-11%,-20%
CCc1ccc(NC(=O)Cn2c(=O)n(CCCC(=O)NCc3ccc4c(c3)OCO4)c(=O)c3ccccc32)cc1,4,.,-2%,.,.,.,9%
O=C(NCc1cccc(F)c1)C1CCN(Cc2ccccc2-c2cccnc2)CC1,15,.,-11%[12.5 µM],-30%,-26%,-5%,6%
Cc1ccccc1C(=O)N1CCN(C(=O)c2nnn3c2COC(c2ccc(Cl)cc2)C3)CC1 (stereo not given),0,-13%,-17%,?,?,i,-23%
NC(=O)c1cc(-c2ccccc2F)cc2c1OCCN2Cc1cccnc1,-25*,-16%[172 µM],-21%[87.6 µM],?,?,-1%[88.5 µM],-17%[87.6 µM]
Cc1ccc(Cn2c(C3CCN(C(=O)c4ccc(C#N)cc4)CC3)n[nH]c2=O)cc1,-2,-2%,0%,?,-1%,-3%,-8%
CC(C)(O)C#Cc1ccc(C(=O)N2CCOCC2CC(=O)O)o1 (stereo not given),-2,-2%,3%,2%,-10%,-4%,2%

# Two entries from above, set out differently:
Structure	IP6K1 inh	FLuc inh	SNCA viab count	NIH3T3 tox	HEK293 tox	GPT2 inh	SNCA expr inh
CCc1ccccc1NC(=O)c1c(NC(=O)c2ccccc2)sc2c1CCCC2	-9	.	1%	.	.	.	8%
Cc1ccc(C(=O)c2oc3ccccc3c2NC(=O)c2cc(-c3ccccc3)on2)cc1	11	.	-17%	.	.	.	5%

# (cont.)
SMILES,IP6K1 inh,FLuc inh,SNCA viab count,NIH3T3 tox,HEK293 tox,GPT2 inh,SNCA expr inh
CCOc1ccc(NCc2cccn2-c2nnc(N3CCC(C(=O)NC(C)c4ccccc4)CC3)s2)cc1 (stereo not given),3,.,3%,.,.,.,-4%
O=C(NCC(F)F)C1CCCN(Cc2cccc(-c3ccsc3)c2)C1 (stereo not given),14,.,.,?,?,.,.
Cc1noc(-c2ccccc2OC2CCNC2)n1 (stereo not given),5,3%,-13%,-22%,-2%,i,-12%
O=c1n(-c2cccc(Cl)c2)nc2n1CCN([S+](=O)([O-])c1cccc(C(F)(F)F)c1)C2,-9,7%,2%,i,i,i,-23%
Nc1c(C(=O)Nc2ccc(C(=O)O)cc2)sc2nc3c(cc12)CCCC3,-6,.,-8%,.,.,.,-23%
Cc1cc([N+](=O)[O-])ccc1NC(c1nnc(-c2ccccc2)o1)c1ccccc1F (stereo not given),-6,.,8%,.,.,.,-1%
O=S(=O)(Cc1ccccc1)N1CCC2(CC1)CC(OCC1CC1)CCO2 (stereo not given),-11,-3%,-7%[12.5 µM],-18%,?,-6%,-4%
O=C1CO[C@H]2CN(Cc3ncc[nH]3)C[C@H]2N1Cc1ccccc1,20,-7%[172 µM],9%[87.6 µM],-16%[174 µM],3%[172 µM],i,16%[87.6 µM]
CC1(c2ccccc2)N(Cc2ccccc2)C(=O)OC12CCN(Cc1cccnc1)CC2 (stereo not given),0,-5%[172 µM],-12%[87.6 µM],100µM*,?,-12%[88.5 µM],-8%[87.6 µM]

# Retrieved by structure from the entries so far:
SMILES,IP6K1 inh,FLuc inh,SNCA viab count,NIH3T3 tox,HEK293 tox,GPT2 inh,SNCA expr inh
Nc1c(C(=O)Nc2ccc(C(=O)O)cc2)sc2nc3c(cc12)CCCC3,-6,.,-8%,.,.,.,-23%
O=C(NCC(F)F)C1CCCN(Cc2cccc(-c3ccsc3)c2)C1 (stereo not given),14,.,.,?,?,.,.
O=C(NC1CCN(c2cc(-c3ccccc3)[nH]n2)CC1)c1cccc(Cl)c1,10,-5%,-6%,?,28µM*,1%,4%

# This is a subset, so the mix of outcomes need not match the whole.
